APE1 inh – APE1 (human) endonuclease inhibition. P27695. recombinant APE1, TAMRA/BHQ-2 abasic DNA cleavage fluorescence. Potency, µM (top dose mostly 65.8 µM), for the others: top-dose activity change, negative = inhibition, usual class: inhibitors. 350,000 compounds, 0.35% hits. AID 2517;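 also: plate controls were vehicle for no effect and reference inhibitor for full effect; nearly all actives have a fitted effect of over 55% in size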
Target sequence (P27695 whole entry, looked up): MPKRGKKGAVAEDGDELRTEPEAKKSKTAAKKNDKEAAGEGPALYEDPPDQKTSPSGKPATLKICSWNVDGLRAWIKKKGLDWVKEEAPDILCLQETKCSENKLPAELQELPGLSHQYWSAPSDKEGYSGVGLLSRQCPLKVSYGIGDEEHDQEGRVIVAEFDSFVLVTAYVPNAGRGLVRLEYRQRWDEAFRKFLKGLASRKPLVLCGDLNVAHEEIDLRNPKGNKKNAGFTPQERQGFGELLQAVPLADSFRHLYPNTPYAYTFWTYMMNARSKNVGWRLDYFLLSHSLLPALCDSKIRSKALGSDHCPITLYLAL
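Readout is kinetic fluorescence (ex 525, em 598 nm) from cleavage of 50 nM TAMRA/BHQ-2 THF abasic duplex by 0.75 nM APE1, compound added 15 min beforehand at RT.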
Pol kappa inh – inhibitors of human DNA polymerase kappa; purified Pol kappa, fluorescent DNA synthesis assay, 10 min; 400,000 compounds, 0.53% hits; AID 588579; Q9UBT6; Potency, µM (highest dose often 107 µM), inactives show top-dose activity, negative = inhibition, actives largely listed as inhibitors
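10 nM Pol kappa preincubated 15 min at room temperature with compounds, then reaction started with substrate at 50 nM final. Fluorescence read kinetically at 0 and 10 min; buffer-only wells served as negative control.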
ALOX12 inh – blocks human arachidonate 12S-lipoxygenase | purified 12hLO, xylenol orange hydroperoxide absorbance | Potency, µM (series often up to 108 µM), for inactives: at the top dose activity change, negative = inhibition, most hits filed as inhibitors | 580,000 compounds, 1.1% hits | P18054 | AID 1671190
Target sequence (P18054 whole entry, looked up): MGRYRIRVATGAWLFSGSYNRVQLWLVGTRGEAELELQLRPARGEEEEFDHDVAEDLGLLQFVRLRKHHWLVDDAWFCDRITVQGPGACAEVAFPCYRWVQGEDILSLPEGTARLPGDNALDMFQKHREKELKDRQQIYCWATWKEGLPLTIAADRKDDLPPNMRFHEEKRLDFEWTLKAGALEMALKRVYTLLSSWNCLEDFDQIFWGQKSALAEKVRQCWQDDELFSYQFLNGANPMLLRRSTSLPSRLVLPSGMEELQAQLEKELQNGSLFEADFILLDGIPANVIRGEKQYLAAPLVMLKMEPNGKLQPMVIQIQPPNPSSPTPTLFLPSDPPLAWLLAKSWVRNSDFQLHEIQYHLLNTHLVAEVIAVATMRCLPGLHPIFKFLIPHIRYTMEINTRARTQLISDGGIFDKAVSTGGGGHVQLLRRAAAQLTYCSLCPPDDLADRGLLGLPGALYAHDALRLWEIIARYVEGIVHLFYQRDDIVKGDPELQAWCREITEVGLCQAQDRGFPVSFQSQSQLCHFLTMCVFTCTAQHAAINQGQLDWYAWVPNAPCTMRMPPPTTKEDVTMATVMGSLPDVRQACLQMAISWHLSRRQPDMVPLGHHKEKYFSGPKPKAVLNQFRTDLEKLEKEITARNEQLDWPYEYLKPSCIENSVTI
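Purified human 12hLO at 150 nM in 25 mM Hepes, 0.01% Triton X-100, pH 7.0, preincubated 15 min at room temperature with compound. Reaction started with 40 uM arachidonic acid, 30 min at room temperature. Hydroperoxide measured by Fe-xylenol orange, 573/405 nm absorbance ratio.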
Numbers without * were called inactive; ? = inconclusive; [ ] = another dose, or the depositor's remark. Calls follow the shape of the dose curve; as a rule, active = well fitted curve in the direction sought with a large enough effect; inconclusive = small, poorly fitted or top-dose-only effect, or another doubt; inactive = no such curve, though single readings can be large; an effect the other way counts as inactive or inconclusive. Unless noted, % is scaled to controls: 0 for no effect and ±100 for the full control effect; potency is read from the fitted curve at half-maximal effect. Some of the compounds tested. The share of hits here may be higher or lower than overall.

structure	ALOX12 inh	APE1 inh	Pol kappa inh
CN(C)c1ncc2ncc(=O)n(C[C@H]3CCCO3)c2n1	-23%	16%	3%[60.1 µM]
CN1CCN(c2cc(-c3ccccc3Cl)ncn2)CC1	?	-5%	-2%[60.1 µM]
COc1ccc(CNc2ccnc(-c3ccc(N(C)C)cc3)n2)c(OC)c1	?	-4%	-5%[60.1 µM]
FC(F)(F)c1ccccc1-c1cncnc1NCCN1CCOCC1	18µM*	1%	-2%[60.1 µM]
COCCn1c(=O)c(-c2cccs2)nc2cncnc21	?	-3%	0%[60.1 µM]
O=C(c1cccc(F)c1)N1CCC2(CCCN(Cc3cc(C(F)(F)F)cc(C(F)(F)F)c3)C2)CC1	-11%[57.4 µM]	1%	-6%[60.1 µM]
c1ccc(-c2cccc(N3CCC4(CCNCC4)CC3)c2)cc1	?	-1%	6%[60.1 µM]
CN1CCN(c2ncc3nc(-c4cccs4)c(=O)n(C[C@H]4CCCO4)c3n2)CC1	?	1%	-18%[60.1 µM]
COc1ccccc1-c1cncnc1NCc1ccccc1	?	0%	2%[60.1 µM]
Cc1noc(C)c1C(=O)N1CCC[C@@]2(CCN(C(=O)NC(C)C)C2)C1	2%[57.4 µM]	1%	11%[60.1 µM]
CS(=O)(=O)N1CCC2(CC1)CN(c1ccc(-c3ccccc3)cc1)C2	7%[57.4 µM]	0%	-11%[60.1 µM]
COc1ccc(Oc2ncc3nc(-c4ccc(Cl)cc4)c(=O)n(C[C@H]4CCCO4)c3n2)cc1	0%	22%	4%[60.1 µM]
CC[C@H](C)C(=O)O[C@H]1CCC=C2C=C[C@H](C)[C@H](CC[C@@H]3C[C@H](O)CC(=O)O3)[C@H]21	0%	-6%	-7%[19.4 µM]
CN(C)C(=O)c1ccc(-c2ccc3ncnc(N(C)Cc4ccco4)c3c2)cc1	?	1%	1%[60.1 µM]
CC(=O)N1CCC2(CCCN(Cc3ccc(C#N)cc3)C2)CC1	?	-1%	2%[60.1 µM]
N#Cc1cccc(NC(=O)N2CCCC3(CCN(S(=O)(=O)c4ccccc4)CC3)C2)c1	-2%[57.4 µM]	-1%	1%[60.1 µM]
Cc1noc(C)c1-c1cc(N2CCN(C)CC2)ncn1	?	1%	-4%[60.1 µM]
Cn1cc(-c2nc3cnc(Oc4cccc(Cl)c4)nc3n(CCC#N)c2=O)c2ccccc21	206%[activator]	5%	-2%[60.1 µM]
O=C(c1ccco1)N1CCC[C@@]2(CCN(c3ncccn3)C2)C1	-2%[57.4 µM]	-1%	-7%[60.1 µM]
COc1cccc(Nc2ncc3ncc(=O)n(C)c3n2)c1	141%[activator]	-5%	-12%[60.1 µM]
COc1cccc(-c2ccc3ncnc(N4CCN(C)CC4)c3c2)c1	-13%	-3%	4%[60.1 µM]
N#Cc1ccccc1-c1ccc2ncnc(NCCN3CCOCC3)c2c1	?	0%	3%[60.1 µM]
COc1ccc2[nH]cc(CCNc3ncncc3-c3c(C)noc3C)c2c1	-22%	15%	3%[60.1 µM]
COC(=O)N1CCC2(CCCN(Cc3nccs3)C2)CC1	?	0%	-3%[60.1 µM]
O=C(Nc1cccc(F)c1)N1CCCC2(CCN(C(=O)c3ccco3)CC2)C1	-7%[57.4 µM]	2%	11%[60.1 µM]

One compound at a time, as listed above.
COc1ccccc1-c1cncnc1NCc1ccccc1 across the screens: ALOX12 inh: ?; APE1 inh: 0%; Pol kappa inh: 2%[60.1 µM]
COc1cccc(Nc2ncc3ncc(=O)n(C)c3n2)c1 across the screens: ALOX12 inh: 141%[activator]; APE1 inh: -5%; Pol kappa inh: -12%[60.1 µM]

Back to the main list, repeating the six entries before the break.
structure	ALOX12 inh	APE1 inh	Pol kappa inh
COc1cccc(Nc2ncc3ncc(=O)n(C)c3n2)c1	141%[activator]	-5%	-12%[60.1 µM]
COc1cccc(-c2ccc3ncnc(N4CCN(C)CC4)c3c2)c1	-13%	-3%	4%[60.1 µM]
N#Cc1ccccc1-c1ccc2ncnc(NCCN3CCOCC3)c2c1	?	0%	3%[60.1 µM]
COc1ccc2[nH]cc(CCNc3ncncc3-c3c(C)noc3C)c2c1	-22%	15%	3%[60.1 µM]
COC(=O)N1CCC2(CCCN(Cc3nccs3)C2)CC1	?	0%	-3%[60.1 µM]
O=C(Nc1cccc(F)c1)N1CCCC2(CCN(C(=O)c3ccco3)CC2)C1	-7%[57.4 µM]	2%	11%[60.1 µM]
CN(C)c1ncc2nc(-c3ccc(Cl)cc3)c(=O)n(Cc3ccc(F)cc3)c2n1	0%	32µM*	7%[60.1 µM]
O=C(c1csnn1)N1CCC2(CCCN(C(c3ccccc3)c3ccccc3)C2)CC1	12%[57.4 µM]	13%	-12%[60.1 µM]
Cn1c(=O)c(-c2cccs2)nc2cncnc21	0%	-4%	7%[60.1 µM]
COCCn1c(=O)c(-c2ccc(Cl)cc2)nc2cnc(N(C)C)nc21	-14%	-9%	-5%[60.1 µM]
CN1CCN(c2ncc3nc(-c4ccc(F)cc4)c(=O)n(C4CC4)c3n2)CC1	?	-2%	-2%[60.1 µM]
CN(C)c1ncc2nc(-c3ccc(Cl)cc3)c(=O)n(C)c2n1	0%	2%	-1%[60.1 µM]
CC(=O)N1CCC2(CCCN(c3cccc(-c4ccccc4)c3)C2)CC1	?	17%	-11%[60.1 µM]
COc1ncc2ncc(=O)n(Cc3ccc(F)cc3)c2n1	0%	-2%	-2%[60.1 µM]
CC(=O)NCCNc1cc(-c2ccccc2C)ncn1	-11%	-1%	4%[60.1 µM]
FC(F)(F)c1ccccc1-c1nccc(-n2ccnc2)n1	?	-1%	2%[60.1 µM]
COc1ccc(Oc2ncc3nc(-c4cccc(C#N)c4)c(=O)n(CCC#N)c3n2)cc1	?	-2%	-8%[60.1 µM]
O=C(O)Cc1nn(Cc2ccc(Br)cc2F)c(=O)c2ccccc12	0%	0%	2%[19.4 µM]
COc1cccc(Nc2ncc3nc(-c4ccc(F)cc4)c(=O)n(C[C@H]4CCCO4)c3n2)c1	?	0%	-6%[60.1 µM]
Cc1nc2cnc(N(C)C)nc2n(-c2ccccc2)c1=O	0%	-6%	-2%[60.1 µM]
N#Cc1cccc(NC(=O)N2CC[C@@]3(CCCN(C(=O)c4ccncc4)C3)C2)c1	?	-1%	13%[60.1 µM]
Cc1noc(C)c1C(=O)N1CCC2(CCCN(C(=O)Nc3ccccc3)C2)CC1	30%[activator][57.4 µM]	4%	-5%[60.1 µM]
COc1cccc(Cn2c(=O)c(-c3cn(C)c4ccccc34)nc3cncnc32)c1	0%	0%	-3%[60.1 µM]
Clc1ccccc1-c1nc(-n2ccnc2)c2ccccc2n1	56µM*	-5%	1%[60.1 µM]
COCCn1c(=O)c(-c2ccc(OC)cc2)nc2cnc(Nc3cccc(OC)c3)nc21	315%[activator]	6%	2%[60.1 µM]
COc1ccc(-n2c(=O)c(C)nc3cnc(Oc4cccc(Cl)c4)nc32)cc1	28%	-1%	-5%[60.1 µM]
Clc1ccccc1-c1ccc2ncnc(NC3CCNCC3)c2c1	-3%	23%	3%[60.1 µM]
O=C(c1cc(C(F)(F)F)cc(C(F)(F)F)c1)N1CCC2(CCCN(c3ccccc3)C2)CC1	?	-1%	-8%[60.1 µM]
Cn1cccc1C(=O)N1CCC2(CC1)CN(Cc1cc(C(F)(F)F)cc(C(F)(F)F)c1)C2	-2%[57.4 µM]	5%	-6%[60.1 µM]
Cl/C(=C\n1cncn1)c1ccc(Cl)cc1Cl	?	?	-3%[19.4 µM]
CN1CCN(c2ncc3nc(-c4ccc(Cl)cc4)c(=O)n(Cc4ccc(F)cc4)c3n2)CC1	?	-6%	7%[60.1 µM]
COCC(=O)N1CCC2(CCCN(C(=O)Nc3ccccc3)C2)CC1	-1%[57.4 µM]	-2%	-4%[60.1 µM]
Cc1nc2cnc(Nc3ccccc3)nc2n(C2CC2)c1=O	-7%	17%	3%[60.1 µM]
O=c1c(-c2ccccc2)nc2cncnc2n1Cc1ccccc1	97%[activator]	-8%	-4%[60.1 µM]
COc1cccc(Nc2ncc3nc(-c4cccs4)c(=O)n(-c4ccccc4)c3n2)c1	?	3%	5%[60.1 µM]
COc1ccc(CNc2nc(-c3ccc4c(c3)OCO4)nc3ccccc23)c(OC)c1	-19%	-1%	5%[60.1 µM]
COc1ccccc1CNc1ccnc(-c2cccc(C#N)c2)n1	?	-4%	-9%[60.1 µM]
N#Cc1ccc(CN2CC[C@@]3(CCCN(C(=O)c4cnccn4)C3)C2)cc1	-1%[57.4 µM]	1%	10%[60.1 µM]
Oc1cc2c(cc1O)[C@H](c1ccccc1)CNCC2	?	-4%	-8%[19.4 µM]
COc1ccccc1CNc1ccnc(-c2ccccc2CN(C)C)n1	0%	1%	1%[60.1 µM]
COc1cccc(-c2ccc3ncnc(N(C)C)c3c2)c1	-19%	-6%	2%[60.1 µM]
COCCn1c(=O)c(C)nc2cnc(OC)nc21	0%	2%	2%[60.1 µM]
COC(=O)N1CCC2(CC1)CCN(c1ccccn1)CC2	-7%[57.4 µM]	7%	-1%[60.1 µM]
O=c1c(CCc2ccccc2)nc2cnc(N3CCNCC3)nc2n1CCc1ccccc1	-4%	-3%	-14%[60.1 µM]
O=C(c1ccco1)N1CCC[C@@]2(CCN(c3ccncc3)C2)C1	-12%[57.4 µM]	25%	1%[60.1 µM]
COCC(=O)N1CCC2(CC1)CN(C(=O)Nc1ccccc1)C2	-1%[57.4 µM]	-1%	3%[60.1 µM]
CS(=O)(=O)N1CCC2(CCCN(c3cccc(-c4ccccc4)c3)C2)CC1	-6%[57.4 µM]	8%	-8%[60.1 µM]
CCNc1ncc2nc(-c3ccc(Cl)cc3)c(=O)n(C[C@H]3CCCO3)c2n1	0%	-3%	-3%[60.1 µM]
COc1ccccc1-c1nc(NC2CC2)c2ccccc2n1	?	-6%	5%[60.1 µM]
CN(Cc1ccco1)c1nc(-c2ccoc2)nc2ccccc12	?	9%	-7%[60.1 µM]
N#Cc1ccc(CN2CC[C@@]3(CCCN(S(=O)(=O)c4ccccc4)C3)C2)cc1	-1%[57.4 µM]	3%	-4%[60.1 µM]
COc1cccc(-c2nc(N(C)Cc3ccco3)c3ccccc3n2)c1	-31%	-4%	-5%[60.1 µM]
COc1ccc(C(=O)N2CCC3(CC2)CCN(c2cccc(-c4ccccc4)c2)CC3)cc1	-13%[57.4 µM]	0%	-5%[60.1 µM]
Cn1c(=O)c(-c2ccc(F)cc2)nc2cnc(OCc3ccccc3)nc21	27%	1%	-5%[60.1 µM]
CC(=O)N1CCC2(CCCN(c3ccccc3)C2)CC1	?	2%	1%[60.1 µM]
CN(C)C(=O)c1ccc(-c2ccc3ncnc(N4CCNCC4)c3c2)cc1	-16%	14%	3%[60.1 µM]

New compounds follow
structure	ALOX12 inh	APE1 inh	Pol kappa inh
COCCNc1ncnc2ccc(-c3ccccc3C(F)(F)F)cc12	20µM*	-4%	5%[60.1 µM]
COc1ccc(-n2c(=O)c(-c3cccc(C#N)c3)nc3cnc(N4CCNCC4)nc32)cc1	-10%	-1%	-8%[60.1 µM]
COc1ncc2nc(-c3cccs3)c(=O)n(CCC#N)c2n1	-4%	2%	-11%[60.1 µM]
N#Cc1ccccc1-c1nc(NCCN2CCOCC2)c2ccccc2n1	?	1%	4%[60.1 µM]
CCNc1ncc2nc(-c3cn(C)c4ccccc34)c(=O)n(CCC#N)c2n1	0%	0%	-2%[60.1 µM]
COc1ccc(-n2c(=O)c(-c3cccs3)nc3cnc(N(C)C)nc32)cc1	0%	?	-5%[60.1 µM]
CCNc1ncc2nc(-c3cc(F)cc(F)c3)c(=O)n(C3CC3)c2n1	?	1%	0%[60.1 µM]
O=c1c(-c2cccc(Cl)c2)nc2cncnc2n1C1CC1	0%	-5%	0%[60.1 µM]
COCCNc1ncnc2ccc(-c3ccccc3OC)cc12	?	-2%	5%[60.1 µM]
COc1ccc(Oc2ncc3nc(-c4cccs4)c(=O)n(Cc4cccs4)c3n2)cc1	0%	3%	0%[60.1 µM]
Cc1noc(C)c1-c1cc(NCc2cccs2)ncn1	-14%	-1%	4%[60.1 µM]
O=C(c1cccc(F)c1)N1CCC2(CC1)CN(c1ccc(-c3ccccc3)cc1)C2	1%[57.4 µM]	-5%	-17%[60.1 µM]
CS(=O)(=O)N1CCC2(CCN(c3cccc(-c4ccccc4)c3)CC2)CC1	-14%[57.4 µM]	0%	-7%[60.1 µM]
CC(=O)N1CCC2(CC1)CN(c1ccccn1)C2	-5%[57.4 µM]	13%	-7%[60.1 µM]
